# Compound activity: PubChem BioAssay, National Center for Advancing Translational Sciences (NCATS)
# Rab9 prom act: activates the Rab9 promoter | Huh7 Rab9 promoter-luciferase reporter, luminescence, 24 h | Potency, µM (series often up to 9.22 µM), for the others: at the highest dose activation, negative = inhibition, hits mostly activators | actives 2.8% (n = 320,000); also: potency is read from the fitted curve at half-maximal effect; % of control where 0% means no effect; nearly all actives have a fitted effect of over 60% in size
#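 Huh7 cells stably carrying a Rab9 promoter-luciferase reporter, 1500 cells per well in OP-MEM I with 10% FBS, treated with compound 24 hours at 37C. Luciferase activity read by luminescence after 10 minutes with Amplite reagent.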
# MBNL1-CUG inh: inhibitors of human MBNL1 binding to CUG repeat RNA | AID 2675 | TR-FRET MBNL1-His/biotin-(CUG)12 binding, 665/545 ratio | Potency, µM (series often up to 57.5 µM), without a hit: at the highest dose activity change, negative = inhibition, hits mostly inhibitors | actives 0.036% (n = 280,000) | Q9NR56; active = well fitted inhibition curve with a large enough effect in the signal ratio, with a control signal flat, not every such curve was filed as active; inconclusive = small, poorly fitted or top-dose-only effect, or effect the other way, or a change in a side signal; inactive = no such curve, though single readings can be large or run the other way; the % refers to the signal ratio; also: potency is read from the fitted curve at half-maximal effect; % is scaled to controls: 0 for no effect and ±100 for the full control effect
# Target sequence (Q9NR56 whole entry, looked up): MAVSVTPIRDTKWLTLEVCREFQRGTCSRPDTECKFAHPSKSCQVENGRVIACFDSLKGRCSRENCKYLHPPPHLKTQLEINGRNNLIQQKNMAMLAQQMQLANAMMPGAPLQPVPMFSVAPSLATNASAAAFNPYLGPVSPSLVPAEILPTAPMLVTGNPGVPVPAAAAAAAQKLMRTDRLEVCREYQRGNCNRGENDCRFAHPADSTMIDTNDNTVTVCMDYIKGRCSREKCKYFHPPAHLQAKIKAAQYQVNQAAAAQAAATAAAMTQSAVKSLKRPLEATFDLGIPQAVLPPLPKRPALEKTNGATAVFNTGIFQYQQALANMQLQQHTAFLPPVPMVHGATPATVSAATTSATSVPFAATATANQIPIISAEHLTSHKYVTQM
#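 MBNL1-His + Biotin-(CUG)12, cpd titration 92 nM–58 uM; Tb anti-His Ab 0.055 ng/ul, SA-XL665 5 nM (final); 60 min RT; ratiometric 665/545 nm, Ex 340 nm; normalized to buffer and full-complex controls.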
# ELG1 repair inh: ELG1-dependent DNA repair inhibition | HEK293T ELG1-luciferase reporter, luminescence, 16 h; DNA damage induced by 5-fluorouridine | Potency, µM (top dose mostly 46.1 µM), without a hit: at the top dose activity change, negative = inhibition, usual class: inhibitors | actives 2.3% (n = 330,000); also: potency is read from the fitted curve at half-maximal effect; % is scaled to controls: 0 for no effect and ±100 for the full control effect; nearly all actives have a fitted effect of over 55% in size
#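 In this reporter screen, reduction of luminescence relative to DMSO vehicle indicated activity. Compounds and 5-fluorouridine were added together to 2,000 cells per well, incubated for 16 hr at 37 °C, then developed with ONE-Glo.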
# NPC1 promoter act: activators of NPC1 promoter | Huh7 NPC1 promoter luciferase reporter, 24 h | Potency, µM (doses to about 9.22 µM), without a hit: top-dose activation, usual class: activators | actives 2.4% (n = 320,000) | AID 485313;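 also: potency is read from the fitted curve at half-maximal effect; % of control where 0% means no effect; nearly all actives have a fitted effect of over 60% in size; reporter is driven by a mutant NPC1 promoter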
#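 Compounds in DMSO were transferred onto Huh7 NPC1-luciferase reporter cells pre-incubated 2 h; after 24 h at 37 °C, Amplite reagent was dispensed and luminescence recorded 10 min later.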
# Menin MLL FP TR: inhibitors of human menin-MLL interaction, mutant MLL peptide. O00255. Menin + Texas Red MLL mutant peptide, fluorescence polarization. Potency, µM (doses to about 61.6 µM), without a hit: at the top dose FP activity change, negative = inhibition, most hits filed as inhibitors. actives 0.23% (n = 270,000); active = well fitted inhibition curve with a large enough effect in the polarisation, with a control signal flat, not every such curve was filed as active; inconclusive = small, poorly fitted or top-dose-only effect, or effect the other way, or a change in a side signal; inactive = no such curve, though single readings can be large or run the other way; the % refers to the polarisation; also: potency is read from the fitted curve at half-maximal effect; % of control where 0% means no effect; many of its hits are not listed in these tables
# FLuc modulator: firefly luciferase modulation, counter-screen for miR-21 project; P08659; purified FLuc, Km substrates, luminescence inhibition; Potency, µM (highest dose often 57.5 µM), inactives show at the highest dose activity change, negative = inhibition, actives largely listed as inhibitors; actives 6.9% (n = 360,000); AID 588342;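 also: potency is read from the fitted curve at half-maximal effect; plate controls were vehicle for no effect and reference inhibitor for full effect; nearly all actives have a fitted effect of over 55% in size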
#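 Purified P. pyralis luciferase, 10 nM final, with Km-level 10 uM D-luciferin and 10 uM ATP in 50 mM Tris acetate pH 7.5, 10 mM Mg acetate, 0.01% Tween-20, 0.05% BSA; 6-point qHTS titration about 60 µM downward; luminescence read.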
# Gal4-VP16 FLuc: inhibits Gal4-VP16 luciferase reporter, ROR gamma counter-screen; Drosophila S2 Gal4-VP16 UAS-luciferase, luminescence, 20 h; Potency, µM (highest dose often 53.6 µM), for the others: top-dose activity, negative = inhibition, actives largely listed as inhibitors; actives 3.5% (n = 310,000); AID 2546;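 also: Gal4-VP16 expression switched on by copper sulfate through the metallothionein promoter; potency is read from the fitted curve at half-maximal effect; % is scaled to controls: 0 for no effect and ±100 for the full control effect; nearly all actives have a fitted effect of over 50% in size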
# KCNH2 3.1 inh: inhibitors of human KCNH2 3.1 potassium channel isoform | U2OS KCNH2 3.1, thallium flux FluxOr; stronger effect = lower value | activity change, % (tested at about 1.8 µM) | actives 0.95% (n = 340,000) | AID 720553;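 active = maximum activity change below -70%; inconclusive = maximum activity change from -70% to -50%; inactive = maximum activity change above -50%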;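 also: thallium influx rate constant from kinetic fluorescence after stimulation buffer; % is scaled to controls: 0 for no effect and ±100 for the full control effect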
#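 Thallium flux via FluxOr fluorescence (Red40 quencher, 45 min loading) in U2OS cells virally expressing the KCNH2 3.1 isoform (1.77 x 10^8 /mL virus, overnight at 37 C). Rate constants from 2-min kinetic reads post-stimulation, normalised to positive and negative controls.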
# PKM2 activator: increases activity of human pyruvate kinase M2. P14618. purified PKM2, Kinase-Glo ATP luminescence, activation; response scale: 0% is enzyme alone, no compound. Potency, µM (top dose mostly 57.5 µM), inactives show at the top dose activation, usual class: activators. actives 0.34% (n = 260,000). AID 1631; also: potency is read from the fitted curve at half-maximal effect; % is scaled to controls: 0 for no effect and ±100 for the full control effect; nearly all actives have a fitted effect of over 55% in size
# Target sequence (P14618 whole entry, looked up): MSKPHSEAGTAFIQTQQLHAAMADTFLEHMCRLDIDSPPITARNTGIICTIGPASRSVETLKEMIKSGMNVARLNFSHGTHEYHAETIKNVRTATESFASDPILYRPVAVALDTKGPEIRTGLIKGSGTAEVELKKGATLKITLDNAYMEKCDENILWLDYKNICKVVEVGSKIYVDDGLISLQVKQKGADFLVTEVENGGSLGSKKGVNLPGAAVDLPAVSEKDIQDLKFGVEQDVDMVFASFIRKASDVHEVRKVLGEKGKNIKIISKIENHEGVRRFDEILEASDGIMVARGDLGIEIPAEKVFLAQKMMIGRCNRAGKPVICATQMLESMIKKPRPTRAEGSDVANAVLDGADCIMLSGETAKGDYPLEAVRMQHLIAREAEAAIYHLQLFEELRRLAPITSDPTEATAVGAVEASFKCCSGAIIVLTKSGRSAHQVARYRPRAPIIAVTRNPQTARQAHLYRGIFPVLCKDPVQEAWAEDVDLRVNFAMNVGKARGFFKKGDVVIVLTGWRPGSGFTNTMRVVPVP
#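 Purified hPK-M2 (>95% pure) converted ADP (0.1 mM final) to ATP with 0.5 mM PEP in 50 mM imidazole pH7.2, KCl, MgCl2, Tween 20, BSA; 1 h at room temperature. ATP detected by Kinase-Glo luminescence.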
# Mito fusion act: blocks mitochondrial division or promotes mitochondrial fusion. S. cerevisiae fusion-defective mutant growth rescue, CellTiterGlo 48 h. Potency, µM (titrated, usually from 46.1 µM), for the others: at the top dose growth rescue (activation), actives largely listed as activators. actives 0.23% (n = 320,000). AID 485298;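 also: potency is read from the fitted curve at half-maximal effect; % of control where 0% means no effect; nearly all actives have a fitted effect of over 45% in size; temperature-sensitive fusion mutants such as fzo1-1 at 37 °C on non-fermentable ethanol glycerol medium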
#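 Yeast fusion mutant, YPEG (non-fermentable carbon), compound, 48 h at 37C non-permissive; CellTiterGlo added, 10 min RT, luminescence read. Rescued growth = division inhibition.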
# RORg inh: inhibitors of mouse ROR gamma transcriptional activity. Drosophila S2 Gal4-RORgamma UAS-luciferase reporter, 20 h. actives 5.4% (n = 310,000). Potency, µM (titrated, usually from 53.6 µM), inactives show at the top dose activity change, negative = inhibition, actives largely listed as inhibitors. AID 2551; also: potency is read from the fitted curve at half-maximal effect; % is scaled to controls: 0 for no effect and ±100 for the full control effect; nearly all actives have a fitted effect of over 60% in size
#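 Drosophila Schneider cells stably carrying a metallothionein-driven Gal4 DBD–ROR gamma fusion and a UAS-Photinus luciferase reporter were exposed to compound for 1 hr, then induced with copper sulfate (700 uM final) for 20 hr at ambient temperature before luminescence reading.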
# Starred values were filed as active, the others as inactive; u = inconclusive; x = not tested or not shown; [ ] = dose if it differs, or a comment. Unless noted, calls follow the shape of the dose curve; as a rule, active = well fitted curve in the direction sought with a large enough effect; inconclusive = small, poorly fitted or top-dose-only effect, or another doubt; inactive = no such curve, though single readings can be large; an effect the other way counts as inactive or inconclusive. Some of the compounds tested; rates above refer to the full screens.
SMILES,Rab9 prom act,MBNL1-CUG inh,ELG1 repair inh,NPC1 promoter act,Menin MLL FP TR,FLuc modulator,Gal4-VP16 FLuc,KCNH2 3.1 inh,PKM2 activator,Mito fusion act,RORg inh
Cc1cc(OCc2cccc(S(=O)(=O)N3CCOCC3)c2)ccc1Cl,-1.9%,x,-20.5%,-1.7%,x,-9.6%,x,1.7,x,-7.5%,x
O=C(Nc1nccs1)c1cn2ccccc2n1,0.112µM*,2.8%,u,0.316µM*,x,1.35µM*,7.08µM*,7.6,-33.0%,-2.8%,2µM*
Cc1nc2ccccc2n1C(=O)c1ccccc1[N+](=O)[O-],-2.1%,24.0%,0.4%,4.0%,-1.3%,4.2%,5.9%,5.8,-9.0%,7.0%,-14.4%
CCCN1C2CCCC1CC(NC(=O)c1ccccc1Br)C2 (stereo not given),1.4%,-2.9%,5.8%,-1.8%,-5.1%,-0.1%,0.5%,5.2,x,-13.1%,1.1%
Cc1ccc(S(=O)(=O)N2CCCCC2)cc1NC(=O)CSc1ncn[nH]1,-1.8%,-5.6%,-20.2%,-3.5%,2.7%,-0.4%,7.8%,-13.7,-0.1%,-2.4%,28.0%
COc1ccc(OCC(=O)Nc2ccc(S(=O)(=O)Nc3nc(C)cc(C)n3)cc2)cc1,4.0%,-11.9%,7.6%,-2.1%,-11.0%,-18.8%,2.8%,-10.3,2.4%,-4.4%,-10.0%
O=C(OCc1csc(Nc2ccccc2)n1)c1ccc(Cl)cc1,-1.8%,-9.0%,15.1%,-2.3%,u,u,-2.0%,-8.5,11.4%,u,-20.5%
CC(Sc1nc2ccccc2s1)C(=O)c1c(N)n(C)c(=O)n(C)c1=O (stereo not given),-0.3%,-6.9%,u,-6.6%,u,u,u,-2.8,3.2%,-0.4%,u
CCNc1nc(Cl)nc(NNC(=O)C(C)Oc2ccccc2)n1 (stereo not given),-2.6%,-1.2%,-0.4%,-1.3%,-17.1%,-0.8%,u,-4.0,-2.1%,-11.0%,21.9%
Cc1ccc(S(=O)(=O)N2CCN(C(=O)COC(=O)C3CCC3)CC2)c(C)c1,-7.2%,x,18.9%,-3.3%,x,3.2%,x,10.6,x,6.1%,x
O=C(CN1C(=O)c2cccc3cccc1c23)Nc1ccc(S(=O)(=O)Nc2nccs2)cc1,-0.3%,u,3.2%,4.1%,u,-0.8%,0.6%,-0.3,18.7%,0.4%,-0.6%
Cn1c(SCC(=O)Nc2ccc3c(c2)OCCO3)nnc1C1CC1,1.3%,-1.3%,14.1%,9.8%,7.5%,u,4.4%,3.6,x,-17.8%,-20.2%
CN(c1ccc(C(=O)N2CCOCC2)cc1)S(=O)(=O)c1cccs1,1.1%,0.7%,23.2%,-0.8%,2.4%,-5.3%,-10.2%,5.2,-5.6%,-1.1%,4.9%
COCCn1cc(-c2csc(N)n2)c2ccccc21,3.2%,6.6%,0.0%,-2.2%,11.1%,-10.9%,-13.5%,-10.0,9.7%,-1.4%,u
COc1ccc(C(C)=O)cc1CSCCC#N,8.5%,-5.3%,4.3%,-3.7%,-5.1%,-0.4%,13.0%,21.3,-5.3%,0.2%,-9.8%
CCOC(=O)N1CCN(C(=O)C2CCC(=O)N(CCCN3CCCC3=O)C2)CC1 (stereo not given),5.5%,-4.4%,9.7%,3.3%,x,0.7%,0.1%,2.4,4.1%,-1.8%,-0.6%
COc1ccc(CCNC2=C(Cl)C(=O)N(CCc3ccccc3)C2=O)cc1OC,-1.1%,25.5%,u,1.1%,12.2%,3.1%,-0.4%,9.7,-6.5%,0.2%,u
CCOc1ccc(OCCC(=O)OCC(=O)N2CCN(S(=O)(=O)c3ccc(Cl)cc3)CC2)cc1,10.7%,-3.8%,-19.9%,-4.2%,6.5%,-13.8%,17.8µM*,-2.9,2.4%,-26.3%,11.2µM*
Cc1ccc(C(=O)Nc2cc(Cl)ccc2N2CCCCC2)s1,-1.2%,0.4%,0.1%,-4.6%,8.8%,5.8%,-3.1%,-20.2,3.0%,18.3%,-13.6%
COc1cc(OC)c(C(=O)N(CCc2ccccc2)Cc2ccccc2)cc1OC,-3.1%,2.2%,u,-3.0%,-12.3%,1.9%,-1.3%,2.6,15.4%,-1.0%,10.1%
C=CCN(C(=O)c1csnn1)C(C(=O)NC1CCCC1)c1ccc(F)cc1 (stereo not given),2.2%,-2.1%,1.3%,-6.6%,x,2.0%,-5.5%,-11.7,x,7.8%,-23.7%
Oc1ccccc1/C=N/Nc1ccccc1,25.5%,-0.8%,u,-3.5%,u,7.57µM*,-12.2%,x,-2.8%,9.2%,21.8%
CC(C)C(NC(=O)CN1C(=O)c2ccccc2S1(=O)=O)C(C)C,0.4%,0.0%,12.0%,-0.2%,-1.6%,-0.2%,1.7%,6.8,-15.7%,1.3%,13.2%
NC(=S)Cc1ccc(Cl)cc1Cl,-12.4%,-11.4%,-4.4%,-2.1%,x,5.0%,u,-2.2,0.7%,-5.3%,u
O=C(CCCSc1ccc(Cl)cc1)Nc1ccccc1O,u,3.8%,u,16.2%,30.8%[activator],-19.4%,2.2%,1.6,-1.1%,-47.0%[inhibitor],u
CCOC(=O)c1c(NC(=O)CCNCc2ccco2)sc2c1CCC2,0.3%,-6.9%,2.7%,-26.2%,x,-0.2%,-10.5%,16.9,9.2%,-6.3%,-5.8%
c1ccc(-c2nc(NC3CC3)nc(-n3ccnc3)n2)cc1,-10.3%,4.6%,-2.6%,-1.9%,4.2%,10.0%,-19.4%,-6.8,1.7%,3.1%,-35.5%
CC1Cc2ccccc2N1C(=O)CN1CCC(n2nnc3cc(C(F)(F)F)ccc32)CC1 (stereo not given),11.7%,2.0%,20.6µM*,0.3%,-2.3%,5.8%,3.98µM*,u,6.2%,27.6%,39.4%
Cc1ccc(S(=O)(=O)N2CCCCC2)cc1NC(=O)c1cccnc1,0.1%,x,6.6%,-2.2%,x,-0.7%,x,-6.5,x,5.6%,x
CSc1ncccc1C(=O)N1CCN(S(=O)(=O)c2ccccc2)CC1,0.0%,-1.7%,7.5%,-2.6%,-27.4%,2.5%,11.2%,3.1,x,17.8%,-9.7%
CCC(C)NC(=O)c1ccccc1NC(=O)c1ccccc1N(C)S(C)(=O)=O (stereo not given),-15.2%,0.5%,-3.5%,-5.3%,-19.1%,1.9%,1.8%,10.7,-7.4%,-4.4%,1.3%
Cc1cc(C(=O)NNC(=O)c2ccc(NC(=O)CC#N)cc2)c(C)o1,1.0%,x,2.9%,-4.6%,x,2.9%,x,u,x,-2.7%,x
CCc1ccc2oc(C(=O)NCc3ccc(S(N)(=O)=O)cc3)c(C)c2c1,21.2%,28.0%,10.9%,14.4%,-3.1%,3.9%,1.4%[10 µM],3.0,-1.7%,-2.3%,-14.5%
O=C1C(c2cc(=O)c3ccccc3[nH]2)=C(O)c2ccccc21,2.24µM*,x,u,1.58µM*,u,0.757µM*,u,x,-64.3%,19.7%,u
NC(=O)[C@H]1CC2(CC(c3cccc(NC(=O)CC(c4ccccc4)c4ccccc4)c3)=NO2)CN1C(=O)C(c1ccccc1)c1ccccc1 (stereo not given in full),-11.5%,-2.7%,-11.0%,-10.3%,x,-0.4%,1.4%,7.5,-4.9%,-1.3%,11.5%
Cc1ccc2c(CN3CCN(CCO)CC3)cc(=O)oc2c1,u,-5.6%,13.1%,0.1%,1.9%,-1.3%,2.3%,-41.1,13.4%,0.2%,9.0%[10 µM]
N#C/C=C/N1CCN(C(=O)c2ccco2)CC1,-4.5%,x,17.7%,-5.8%,x,-1.3%,x,0.0,x,-5.5%,x
COc1ccc(-c2ccnc3c(Br)c(C)nn23)cc1,-5.9%,x,-24.0%,-10.1%,x,-11.8%,x,-3.2,x,3.6%,x
CC(C)CCNC(=O)c1sc2ccc(S(=O)(=O)N3CCCCC3)cc2c1N,-5.5%,24.9%,u,-3.5%,0.0%,-0.9%,-19.8%,3.9,1.7%,u,10.4%
